High-throughput results (PubChem)
TrxR1 inh = rat TrxR1 inhibition; O89049; recombinant rTrxR1, NADPH fluorescence consumption, selenite substrate; Potency, µM (titrated, usually from 114 µM), for inactives: at the highest dose activity change, negative = inhibition, actives largely listed as inhibitors; 1% of 390,000 active; AID 588453; note: potency is the fitted concentration of half-maximal effect; % is set by controls: 0 for no effect and ±100 for the full control effect; nearly all actives have a fitted effect of over 65% in size
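Rat TrxR1 (90 nM in the dispensed reagent) was pre-reduced with 400 uM NADPH for 5 min at room temperature, then incubated with compound for 15 min. After 400 uM selenite was added, NADPH fluorescence (Ex 340/Em 450 nm) was followed for 8 min.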
USP1 inh = USP1/UAF1 (human) deubiquitinase inhibition; O94782; recombinant USP1/UAF1, Ub-Rhodamine cleavage fluorescence; Potency, µM (highest dose often 57.1 µM), for inactives: at the highest dose activity change, negative = inhibition, usual class: inhibitors; 0.23% of 390,000 active; note: potency is the fitted concentration of half-maximal effect; % is set by controls: 0 for no effect and ±100 for the full control effect; nearly all actives have a fitted effect of over 60% in size; inactives centre near -12
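USP1/UAF1 complex at 1 nM was preincubated with compound for 15 min at room temperature, then Ub-Rho substrate (150nM final) was added. Fluorescence (480/540 nm) was read kinetically, 6 reads every 60 seconds.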
Pin1 inh = inhibitors of human Pin1; Pin1 FP peptide displacement, HiFluor488, 10 min; 0.009% of 390,000 active; Q13526; AID 504891; Potency, µM (highest dose often 115 µM), inactives show top-dose activity, negative = inhibition, usual class: inhibitors; active = well fitted inhibition curve with a large enough effect in the polarisation, with a control signal flat, not every such curve was filed as active; inconclusive = small, poorly fitted or top-dose-only effect, or effect the other way, or a change in a side signal; inactive = no such curve, though single readings can be large or run the other way; the % refers to the polarisation; note: potency is the fitted concentration of half-maximal effect; % is set by controls: 0 for no effect and ±100 for the full control effect
Target sequence (Q13526 whole entry, looked up): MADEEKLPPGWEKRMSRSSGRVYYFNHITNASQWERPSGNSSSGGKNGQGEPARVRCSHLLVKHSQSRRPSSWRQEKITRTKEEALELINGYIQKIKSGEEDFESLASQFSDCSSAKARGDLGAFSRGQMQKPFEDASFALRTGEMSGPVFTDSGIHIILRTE
Tb PGK inh = blocks T. brucei phosphoglycerate kinase; P07378; PGK/GAPDH coupled, Kinase-Glo luminescence, 60 min; Potency, µM (top dose mostly 57.5 µM), for inactives: at the top dose activity change, negative = inhibition, hits mostly inhibitors; 0.043% of 380,000 active; note: potency is the fitted concentration of half-maximal effect; % is set by controls: 0 for no effect and ±100 for the full control effect; nearly all actives have a fitted effect of over 60% in size
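Recombinant glycosomal PGK reaction used 1,3-bisphosphoglycerate generated in-well by GAPDH (100nM final) in 100mM TEA pH 7.6, 5mM MgCl2, 0.01% Tween-20. After 60 minutes at room temperature, ATP was read by Kinase-Glo Plus luminescence end-point.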
HP1b binding inh = HP1-beta chromodomain-methylated histone interaction inhibition; P83916; AlphaScreen HP1-beta / biotin-H3K9me3 peptide binding; Potency, µM (doses to about 114 µM), for inactives: top-dose activity change, negative = inhibition, usual class: inhibitors; 0.56% of 390,000 active; AID 540317; note: potency is the fitted concentration of half-maximal effect; nearly all actives have a fitted effect of over 70% in size; inactives centre near 23
Target sequence (P83916 whole entry, looked up): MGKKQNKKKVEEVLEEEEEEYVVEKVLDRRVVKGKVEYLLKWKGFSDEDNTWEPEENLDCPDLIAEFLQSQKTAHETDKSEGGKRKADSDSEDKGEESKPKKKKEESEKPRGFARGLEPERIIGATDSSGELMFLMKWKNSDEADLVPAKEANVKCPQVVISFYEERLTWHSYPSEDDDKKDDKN
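HP1-beta protein (50 nM final) preincubated 30 min at room temperature with biotinylated H3(1-18)K9me3 peptide (50 nM) in PBS pH 7.4, 0.01% Tween-20, then compound added for 30 min. AlphaScreen streptavidin donor/nickel chelate acceptor beads (10 ug/mL final), 30 min dark, luminescence read.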
IDH1 R132H inh = inhibitors of human mutant IDH1 R132H; O75874; IDH1-R132H enzyme, NADPH consumption, diaphorase/resazurin fluorescence; Potency, µM (doses to about 76.6 µM), for inactives: at the top dose activity change, negative = inhibition, actives largely listed as inhibitors; 0.093% of 390,000 active; AID 602179; note: potency is the fitted concentration of half-maximal effect; % is set by controls: 0 for no effect and ±100 for the full control effect; nearly all actives have a fitted effect of over 65% in size
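IDH1-R132H (0.5 ug/mL dispensed) in pH 7.5 Tris buffer was preincubated 30 min with compound, then given a substrate mix of 0.016 mM NADPH and 2 mM alpha-KG for 80 min at room temperature; remaining NADPH was read by diaphorase/resazurin fluorescence.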
TrxR1 substrate = substrates of rat thioredoxin reductase 1; O89049; purified TrxR1 substrate turnover, NADPH consumption readout; Potency, µM (highest dose often 114 µM), without a hit: at the highest dose activity change, negative = substrate turnover; 0.01% of 390,000 active; AID 588456; note: potency is the fitted concentration of half-maximal effect; % is set by controls: 0 for no effect and ±100 for the full control effect; nearly all actives have a fitted effect of over 50% in size
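Rat TrxR1, dispensed at 90 nM, was prereduced with 400 uM NADPH (final) for 5 min at ~22 deg C, then incubated with compound 15 min before 400 uM selenite. A first-read NADPH fluorescence drop versus no-compound background flagged substrates.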
GLS inhibitor = blocks human kidney-isoform glutaminase activity; Potency, µM (doses to about 45.5 µM), without a hit: at the top dose activity change, negative = inhibition, most hits filed as inhibitors; 0.21% of 410,000 active; GLS enzymatic activity, qHTS titration; AID 624170; O94925; note: potency is the fitted concentration of half-maximal effect; % is set by controls: 0 for no effect and ±100 for the full control effect
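hKGA in 45 mM KH2PO4 (pH 8.2), 0.02% Tween-20 with compound, then 1mM L-Glutamine (stock as added) plus glutamate oxidase/HRP/Amplex red coupling mix. Fluorescence read initially and after 30 min at RT; signal change reflects glutamate formation.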
PI4K2A inh = PI4K2A (human) kinase inhibition. Q9BTU6. purified PI4K2A, ADP-Glo luminescence, 1 h; hits give low values. activity change, negative = inhibition, % at 76.9 µM. 0.13% of 420,000 active; in the data active = activity change below about -50%; inconclusive = mostly about -30% to -49%;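 note: -100% = wells without enzyme as full effect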
Target sequence (Q9BTU6 whole entry, looked up): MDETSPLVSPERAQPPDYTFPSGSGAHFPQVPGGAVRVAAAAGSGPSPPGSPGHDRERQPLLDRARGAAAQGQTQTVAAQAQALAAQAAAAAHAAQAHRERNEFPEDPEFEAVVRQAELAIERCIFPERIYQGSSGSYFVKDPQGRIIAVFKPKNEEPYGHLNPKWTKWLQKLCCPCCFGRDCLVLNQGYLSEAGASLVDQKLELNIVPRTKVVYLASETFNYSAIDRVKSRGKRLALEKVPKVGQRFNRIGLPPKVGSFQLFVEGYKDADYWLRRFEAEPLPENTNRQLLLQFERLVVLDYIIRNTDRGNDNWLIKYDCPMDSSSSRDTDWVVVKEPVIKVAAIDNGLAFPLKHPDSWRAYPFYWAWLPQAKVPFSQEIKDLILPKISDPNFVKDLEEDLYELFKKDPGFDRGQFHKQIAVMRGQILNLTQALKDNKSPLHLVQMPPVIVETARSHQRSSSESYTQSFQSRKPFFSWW
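Compounds are screened against recombinant PI4K2A using PI as substrate and ATP, the latter dispensed at 300 microM. Reactions run one hour at ambient temperature before ADP-Glo detection; full inhibition defined by wells lacking enzyme.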
Starred values were filed as active, the others as inactive; i = inactive; u = inconclusive; x = not tested or not shown; [ ] = another dose, or the depositor's remark. Unless noted, calls come from the whole dose curve; as a rule, active = well fitted curve in the direction sought with a large enough effect; inconclusive = small, poorly fitted or top-dose-only effect, or another doubt; inactive = no such curve, though single readings can be large; an effect the other way counts as inactive or inconclusive.

SMILES	TrxR1 inh	USP1 inh	Pin1 inh	Tb PGK inh	HP1b binding inh	IDH1 R132H inh	TrxR1 substrate	GLS inhibitor	PI4K2A inh
C=CCNc1ncnc2c1cnn2-c1cccc(C)c1	25.5%	-25.5%	-7.9%	-3.9%	13.1%	8.5%	14.3%	-6.5%	u
C=C(C)c1cccc(C(C)(C)NC(=O)Nc2ccc(C(N)=O)cc2)c1	28.5%	-4.1%	-1.7%	-9.7%	16.8%	3.8%	7.3%	11.7%	-9.3
CC(=O)Nc1cc[n+](CC(=O)c2ccc(Cl)cc2)cc1	16.3%	-19.9%	4.5%	-2.6%	46.1%[activator]	1.1%	3.6%	-3.8%	5.0
CCCNC(=O)CCC(=O)N1Cc2cccc(OC)c2Oc2ncccc21	7.4%	-0.8%	-0.2%	-0.3%	32.2%	-9.1%	4.1%	2.5%	-3.9
CC(=O)c1ccccc1NC(=O)c1ccc(N2CCCC2=O)cc1	4.8%[57.1 µM]	-7.5%	-7.8%	i	40.4%	7.4%	3.2%[57.1 µM]	-1.2%	-4.7
CCc1ccc(/C=N/n2c(C)cc(C)c(C#N)c2=O)cc1	-7.8%	-17.1%	3.2%	-3.2%	34.2%	3.6%	-11.7%	-2.2%	-0.3
Cc1cccc(N2CC(C)Cn3c2nc2c3c(=O)[nH]c(=O)n2C)c1 (stereo unspecified)	-4.0%	-13.6%	-1.0%	-1.9%	16.3%	1.3%	0.8%	1.4%	-3.5
COc1ccccc1NC(=O)c1nnn(CC(=O)Nc2ccccc2)c1N	16.3%	-1.4%	-2.4%	4.7%	-13.1%	-2.2%	13.5%	-21.3%	-12.7
Cn1c(=O)n(C)c2cc(N3CCOCC3)c(NS(=O)(=O)c3ccc(Cl)cc3)cc21	-4.3%	-6.0%	21.7%	2.9%	13.1%	34.0%[activator]	-3.2%	38.8%[activator]	1.1
COc1ccc(-c2cc(-c3ccccc3O)[nH]n2)cc1	9.2%	-26.7%	-0.8%	i	46.8%[activator]	13.4%	1.5%	11.9%	-0.7
C/C(CC(=O)NCc1ccccc1Cl)=N/NC(=O)c1ccccn1	0.4%	-7.3%	1.6%	-3.8%	40.9%[activator]	-10.2%	0.8%	0.7%	-2.6
Cc1nc(SCC(=O)O)c2oc3ccccc3c2n1	5.5%	-3.7%	-6.1%	-3.3%	22.4%	2.2%	-6.8%	-1.5%	1.2
O=C(NCC1CCCN1S(=O)(=O)c1cccs1)c1ccc([N+](=O)[O-])cc1 (stereo unspecified)	0.1%[57.1 µM]	-13.2%	-1.1%	-1.9%	35.2%	7.9%	-1.4%[57.1 µM]	-14.0%	-3.7
O=C(Nc1cccc(S(=O)(=O)N2CCOCC2)c1)c1ccc2ccccc2n1	18.8%	-3.6%	11.9%	-8.4%	16.0%	1.3%	-2.6%	-0.3%	-2.2
O=C(CCn1cnc2ccccc2c1=O)Nc1cccc(Cl)c1Cl	13.2%	-19.5%	1.0%	-26.3%	12.6%	7.0%	7.4%[0.0914 µM]	0.0%	-1.8
COc1ccc(C(=O)COC(=O)CN2C(=O)C3C4CCC(C4)C3C2=O)cc1 (stereo unspecified)	16.7%[57.1 µM]	-13.7%	-4.9%	5.1%	7.7%	3.3%	6.5%[57.1 µM]	u	-2.8
O=C(O)c1cccc(-n2nnnc2SCc2ccccc2Cl)c1	5.1%[11.4 µM]	-13.6%	0.8%	-1.5%	35.8%	-6.5%	-4.2%[11.4 µM]	-5.7%	-2.2
N/C(=N\OC(=O)c1cc(Cl)ccc1Cl)c1ccncc1	18.5%[57.1 µM]	-15.5%	7.9%	-8.1%	37.5%	3.2%	2.8%	12.8%	15.2
COc1ccc(C(=O)NCCc2c[nH]c3ccccc23)cc1[N+](=O)[O-]	15.9%[57.1 µM]	-2.6%	-1.4%	-4.7%	u	3.7%	-1.1%[57.1 µM]	2.4%	1.3
CCOc1ccc(N2CC(=O)N(c3ccc(OCC)cc3)CC2=O)cc1	17.6%	1.5%	-0.6%	-2.2%	10.9%	2.7%	1.9%	8.1%	1.5
COc1ccc(N2CCN(C(=O)c3ccc(-n4nc(C)cc4C)cc3)CC2)cc1	4.4%	-16.0%	-8.5%	-11.7%	-2.3%	21.1%	3.9%	23.8%	-0.4
CCOc1ccc(CN(C)C(=O)c2ccc(NS(=O)(=O)c3ccc4[nH]c(=O)[nH]c4c3)cc2)cc1	1.2%	-24.2%	-3.6%	i	27.1%	4.0%	-6.3%	-9.0%	-6.1
O=C(NC(=S)NC1CCCc2ccccc21)c1ccc(F)cc1 (stereo unspecified)	u	-7.4%	0.9%	6.6%	-12.2%	2.8%	9.1%[57.1 µM]	-17.7%	-5.0
COc1ccc(S(=O)(=O)NCC(c2ccco2)S(=O)(=O)c2cccs2)cc1C (stereo unspecified)	u	u	-3.4%	-4.5%	33.9%	7.2%	2.2%[57.1 µM]	-1.2%	7.3
Cc1ccc(CCN2CC(C(=O)NCCCN3CCCCCC3)CC2=O)cc1 (stereo unspecified)	-25.4%	-9.4%	0.1%	-2.9%	-5.0%	-0.3%	-6.4%	10.5%	-4.6
CCN(C(=O)Cn1c(=O)oc2ccccc21)C1CCS(=O)(=O)C1 (stereo unspecified)	12.3%	-5.4%	5.9%	-10.2%	13.5%	-1.2%	7.0%	4.6%	-4.1
CCC(C)(C)N1CC(=O)N(Cc2ccccc2)C(c2ccc(OC)cc2)C1=O (stereo unspecified)	12.3%[57.1 µM]	-13.2%	-2.1%	2.6%	50.9%[activator]	0.5%	12.0%[57.1 µM]	-2.9%	5.4
NC(=O)c1cc2cc(Cl)ccc2oc1=Nc1cccc(C(F)(F)F)c1	16.8%	u	-0.2%	3.6%	19.9%	-6.0%	2.9%	13.0%	-2.1
CCc1nnc(NC(=O)Cc2ccc(OC)cc2)s1	11.2%[57.1 µM]	-6.9%	-3.3%	-4.6%	19.1%	0.2%	14.3%[57.1 µM]	5.6%	-4.5
CCOc1cc(CO)c(Br)cc1OCC(=O)O	6.2%	-6.3%	-1.6%	-1.1%	31.8%	5.9%	1.9%	0.8%	-0.5
COC(=O)c1ccc(NC(=O)c2cccc(NC(=O)c3ccccc3)c2)cc1	34.1%	-18.0%	8.0%	i	30.3%	1.3%	11.1%[2.29 µM]	-4.5%	-1.2
Cc1ccccc1NC(=O)CC1S/C(=N/c2nccs2)N(C)C1=O (stereo unspecified)	-1.2%	-9.5%	3.8%	-8.8%	20.9%	6.9%	0.5%	0.5%	2.4
Fc1ccc(-c2cc(-c3ccccc3)nc(-n3cccn3)n2)cc1	33.7%	u	u	2.8%	87.0%[activator]	-5.0%	3.8%	-2.9%	-0.8
COc1ccc2oc(C(=O)OCC(=O)Nc3cccc(S(=O)(=O)N4CCOCC4)c3)c(C)c2c1	15.0%	-16.5%	19.5%	0.4%	-3.4%	-5.0%	21.8%	11.0%	-2.1
O=C(COC(=O)C1=COCCO1)NC1CCCCC1	-8.3%	-6.0%	7.1%	-8.2%	1.5%	3.8%	-9.7%	5.7%	-2.4
Cc1nc(Nc2ccccc2)sc1C(=O)Nc1ccccc1	1.7%[57.1 µM]	-3.5%	-20.4%	-0.1%	-6.6%	2.8%	-3.2%	-20.3%	-2.4
COc1ccc(C(CNC(=O)c2ccc3c(c2)C(=O)N(CCC(C)C)C3=O)N2CCOCC2)cc1 (stereo unspecified)	9.6%	-16.6%	-5.3%	i	43.0%[activator]	3.3%	-1.9%	-2.2%	0.3
CCOc1ccc(NC(=O)CN(C)C(=O)CCc2nc3ccccc3c(=O)[nH]2)cc1OCC	x	2.0%	x	-6.0%	x	7.6%	x	6.5%	3.7
CCOc1ccc(CNC(=O)c2cccc(NC(=O)N3CCSc4ncccc43)c2)cc1OC	17.0%	-30.2%	2.9%	i	7.2%	-9.7%	4.0%	-3.7%	-0.5
O=C(NCCCN1CCCC1=O)C(=O)NCC1OCCN1S(=O)(=O)c1cc(F)ccc1F (stereo unspecified)	x	-19.1%	x	-2.2%	x	-2.9%	x	0.6%	1.0
CCOC(=O)c1cn(Cc2cccc(Cl)c2)c2cc(C)nn2c1=O	21.2%[57.1 µM]	-9.8%	2.5%	-3.8%	-2.5%	5.0%	28.4%[57.1 µM]	-5.1%	-2.3
FC(F)(F)c1cnc2c(-c3ccccc3)n[nH]c2c1	-4.3%[57.1 µM]	-23.8%	-10.2%	-7.4%	20.8%	4.8%	21.4%[57.1 µM]	7.5%	-3.3
NC(=O)c1cccc(C(N)=O)n1	34.7%	-7.3%	1.5%	-4.0%	13.4%	4.1%	7.0%	-2.3%	-10.0

Entries of single compounds, quoted from the list. Order of values: TrxR1 inh | USP1 inh | Pin1 inh | Tb PGK inh | HP1b binding inh | IDH1 R132H inh | TrxR1 substrate | GLS inhibitor | PI4K2A inh
`FC(F)(F)c1cnc2c(-c3ccccc3)n[nH]c2c1` across the screens: -4.3%[57.1 µM] | -23.8% | -10.2% | -7.4% | 20.8% | 4.8% | 21.4%[57.1 µM] | 7.5% | -3.3
`NC(=O)c1cccc(C(N)=O)n1` across the screens: 34.7% | -7.3% | 1.5% | -4.0% | 13.4% | 4.1% | 7.0% | -2.3% | -10.0
`CCOC(=O)c1cn(Cc2cccc(Cl)c2)c2cc(C)nn2c1=O` across the screens: 21.2%[57.1 µM] | -9.8% | 2.5% | -3.8% | -2.5% | 5.0% | 28.4%[57.1 µM] | -5.1% | -2.3

Some of the compounds tested; the hit share may differ from the screen's.
